Screening data (PubChem)
E-sel TNF inh = TNF alpha driven E-selectin expression inhibition; HUVEC TNFa-induced E-selectin immunofluorescence, high content; inhibition, % at 2 µM; 120,000 compounds, 0.71% hits;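 active means inhibition above the batch mean plus 3 SD, and confirmed as a hit on visual image review, cut at about 43% in these data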;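 further: 0% = TNF-stimulated DMSO wells and 100% = unstimulated control wells; not every result past the cut was called active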
Measles CPE = protection of cells from measles virus; Measles virus-infected cells, CPE protection, absorbance; protection (pct of control), % at 4 µM; 140,000 compounds, 1.5% hits; AID 841; in the data active means protection mostly above about 24%, no sharp cut-off; inactive means mostly below about 26%; further: some compounds called inactive have numbers as strong as hits
MRP1 act = activators of MRP-1; H69AR cells + doxorubicin, viability rescue, CellTiter-Glo; viability increase, % at 10 µM; 140,000 compounds, 0.61% hits;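 active means viability gain under doxorubicin at or above a set limit, the compound median plus 3 SD, cut at about 4.7% in these data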;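 further: MRP-1 overexpressing cells given doxorubicin 25 µM after compound pretreatment; 18-22 h compound pretreatment then 72 h with doxorubicin before readout; 0% = doxorubicin-only wells and 100% = vehicle-treated cells without doxorubicin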
Yeast life ext = yeast lifespan extension; S. cerevisiae growth with nicotinamide, OD615; deaD strain in restrictive glucose medium; inhibition of the nicotinamide effect, % at 10 µM; 130,000 compounds, 0.68% hits;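 active means inhibition above a set limit, placed 3 SD over the median of all compounds, cut at about 26% in these data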;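 further: 0% = nicotinamide-treated wells and 100% = cells grown without nicotinamide; some compounds called inactive have numbers as strong as hits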
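Material: Modified budding yeast, DeaD strain | Medium: Restrictive glucose medium | Probe or stimulus: 1.5 mM nicotinamide | Dosing: Single dose 10 µM compound, 0.25% DMSO | Times: 48 h at 30 °C | Technique: OD615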
NPY-Y2 antag = antagonists of human neuropeptide Y receptor Y2. P49146. NPY-Y2 expressing cells, antagonist mode. inhibition, % at 2.7 µM. 140,000 compounds, 0.99% hits. AID 793; in the data active means inhibition above about 17%;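 further: 0% = vehicle with agonist challenge and 100% = reference antagonist with challenge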
Target sequence (P49146 whole entry, looked up): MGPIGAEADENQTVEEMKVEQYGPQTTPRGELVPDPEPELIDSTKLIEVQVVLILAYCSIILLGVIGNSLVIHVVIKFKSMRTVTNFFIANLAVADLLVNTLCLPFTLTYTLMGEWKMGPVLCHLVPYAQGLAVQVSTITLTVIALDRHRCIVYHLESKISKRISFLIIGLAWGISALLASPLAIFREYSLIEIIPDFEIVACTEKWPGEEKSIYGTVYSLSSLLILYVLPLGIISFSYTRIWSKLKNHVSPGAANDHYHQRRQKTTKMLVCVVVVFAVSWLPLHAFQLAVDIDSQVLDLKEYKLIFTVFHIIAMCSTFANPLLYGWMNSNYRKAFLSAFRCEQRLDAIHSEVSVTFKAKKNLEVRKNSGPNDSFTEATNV
Phagocyt inh = blocks phagocytosis by macrophages; inhibition, % at 5 µM; AID 1029; 110,000 compounds, 0.07% hits; J774A.1 macrophage IgG-bead phagocytosis, imaging;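 active means inhibition above the mean of the plate negative controls plus 5 SD, cut at about 13% in these data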;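 further: phagocytic index as fraction of beads internalized from green versus red external bead signal; plate controls were DMSO negative control for no effect and cytochalasin-D positive control for full effect; some results beyond the cut were filed as inactive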
GALR2 antag = blocks the human galanin receptor 2. GALR2-expressing cells, antagonist mode. inhibition, % at 4 µM. 140,000 compounds, 0.39% hits; in the data active means inhibition above about 27%;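 further: cells stimulated with galanin 1-16 at roughly its EC80; 0% = agonist challenge control and 100% = basal control without agonist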
Target sequence (O43603 whole entry, looked up): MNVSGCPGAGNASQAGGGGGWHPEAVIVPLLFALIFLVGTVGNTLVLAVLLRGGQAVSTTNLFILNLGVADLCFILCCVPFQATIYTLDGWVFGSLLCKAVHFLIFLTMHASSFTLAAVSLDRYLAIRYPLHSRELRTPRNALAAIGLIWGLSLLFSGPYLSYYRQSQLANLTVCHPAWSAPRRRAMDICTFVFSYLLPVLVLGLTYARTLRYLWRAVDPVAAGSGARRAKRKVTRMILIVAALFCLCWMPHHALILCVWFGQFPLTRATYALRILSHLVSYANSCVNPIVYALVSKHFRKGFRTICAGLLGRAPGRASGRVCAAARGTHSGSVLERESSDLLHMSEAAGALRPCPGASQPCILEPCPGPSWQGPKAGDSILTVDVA
HCT116 PTEN-null = suppresses growth of cells with PTEN deletion; viability, % at 10 µM; HCT116 PTEN-null viability, CellTiter-Glo, 60 h; active compounds read low; 140,000 compounds, 1.2% hits;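 active means viability at or below a set limit, 4 SD under the median of all tested compounds, cut at about 3.7% in these data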;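 further: PTEN knockout HCT116 line with beta catenin targeted HCT116 as companion control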
bCat KO growth = beta-catenin-lacking colon tumor cell growth suppression; HCT116 beta-catenin knockout viability, CellTiter-Glo, 60 h; active compounds read low; 140,000 compounds, 1.5% hits; viability, % at 10 µM;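 active means viability at or under a set limit, the compound median less 4 SD, cut at about 6% in these data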;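 further: 0% = Hyamine 1622 control at 20 µM and 100% = untreated cell control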
BB579 growth dn = yeast BB579 growth reduction in restrictive medium; inhibition, % at 10 µM; S. cerevisiae BB579 growth, OD615, 48 h; 140,000 compounds, 0.51% hits;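 active means inhibition above a set limit, 3 SD over the mean compound inhibition, cut at about 44% in these data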; further: inactives centre near -24
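Assay system: S. cerevisiae DeaD strain BB579 yeast. Medium: CSMM-D restrictive synthetic medium containing dextrose (glucose). Times: 4 h cell preincubation, 48 h compound exposure, 30 °C humidified. Signal: OD615 turbidity measurement. Benchmarks: positive control amphotericin B 10 µg/mL.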
The depositor's hits bear a star; / = not tested or not shown. Only part of the results is shown; the hit share may differ from the screen's.

SMILES | E-sel TNF inh | Measles CPE | MRP1 act | Yeast life ext | NPY-Y2 antag | Phagocyt inh | GALR2 antag | HCT116 PTEN-null | bCat KO growth | BB579 growth dn
C=CCc1cc(C=C2C(=O)N(C)C(=O)N(C)C2=O)cc(OCC)c1OCc1ccccc1 | / | 9 | -2.4 | 2 | 7 | -2 | -14 | 92 | 93 | 6
CC1(C)COC(Nc2ccc(Cl)cc2)=N1 | 19 | 11 | 1.4 | -14 | -1 | 0 | 4 | 98 | 116 | 28
CC(=O)Nc1cc(C(=O)N2CCC3(CC2)OCCO3)ccc1S(=O)(=O)c1ccc(C)cc1 | / | 11 | 0.9 | -3 | 3 | / | 8 | 100 | 99 | -12
CC1(C)OC1COc1c2occc2cc2ccc(=O)oc12 (stereo unspecified) | / | 7 | -1.4 | -3 | 0 | / | 16 | 98 | 98 | -30
O=C1NC(=O)N(c2ccc(Cl)cc2)C(=O)/C1=C\c1ccc(Sc2nc3ccccc3[nH]2)o1 | / | 10 | -3.5 | 1 | 1 | -3 | 3 | 73 | 69 | -40
CN(C)C(=O)Oc1ccc(OCc2nc3ccccc3[nH]2)cc1 | / | 3 | -4.3 | 3 | 1 | 3 | 10 | 32 | 30 | -32
CCOP(=O)(OCC)C(NC(=O)c1ccccc1)=C(Cl)Cl | / | 6 | -2.8 | 7 | 1 | / | 12 | 92 | 96 | -29
COC(=O)[C@@H]1C[C@@]1(C)[C@@H](NP(=O)(c1ccccc1)c1ccccc1)c1ccccc1 | / | 6 | -1.9 | 0 | 17 | / | 1 | 86 | 89 | -38
COCCCn1c(N)c(C(=O)OCCOC)c2nc3ccccc3nc21 | -52 | 8 | -1.3 | -1 | 1 | 1 | 8 | 90 | 90 | 3
CC(=O)Nc1cc([As](=O)(O)O)ccc1O | / | 29 | -1.4 | 1 | 3 | / | -2 | 92 | 100 | -28
CCN(CC)S(=O)(=O)c1cc(NC(=O)C(C)N2CC=C(c3ccccc3)CC2)ccc1C (stereo unspecified) | / | 8 | -2.3 | -4 | 8 | -2 | 1 | 39 | 26 | -20
O=C(O)c1cc2ccccc2oc1=O | / | 18 | -0.2 | -6 | 1 | 0 | -15 | 91 | 96 | -10
Clc1ccccc1CNC1CN2CCC1CC2 (stereo unspecified) | / | / | -0.7 | 0 | 0 | -7 | -1 | 97 | 98 | -4
Cc1cccc(CN2CCN(CC(=O)N3CCC4(CC3)OCCO4)C2=O)c1 | 1 | 9 | -3.6 | -3 | 2 | 0 | 1 | 94 | 94 | -23
Cc1cccc2c1=NC(=O)/C(=C/c1c(O)[nH]c(=O)[nH]c1=O)C=2 | / | 35 | -2.6 | -8 | 1 | -8 | 1 | 79 | 84 | -7

In another format: 2 of the compounds above.
SMILES,E-sel TNF inh,Measles CPE,MRP1 act,Yeast life ext,NPY-Y2 antag,Phagocyt inh,GALR2 antag,HCT116 PTEN-null,bCat KO growth,BB579 growth dn
CC(=O)Nc1cc(C(=O)N2CCC3(CC2)OCCO3)ccc1S(=O)(=O)c1ccc(C)cc1,/,11,0.9,-3,3,/,8,100,99,-12
CC1(C)OC1COc1c2occc2cc2ccc(=O)oc12 (stereo unspecified),/,7,-1.4,-3,0,/,16,98,98,-30

(list continues)
SMILES | E-sel TNF inh | Measles CPE | MRP1 act | Yeast life ext | NPY-Y2 antag | Phagocyt inh | GALR2 antag | HCT116 PTEN-null | bCat KO growth | BB579 growth dn
CCOC(=O)Cn1cc(C(=O)c2ccccc2F)c2ccccc21 | -24 | 16 | -1.9 | -16 | 3 | / | 3 | 106 | 79 | -26
COC(=O)C(O)(c1cn(C)c2ccccc12)C(F)(F)F (stereo unspecified) | / | 46* | -3.1 | -4 | -2 | -3 | -9 | 99 | 95 | -15
CN1CCN(c2ccc(NC(=O)Oc3ccccc3)cc2)CC1 | -3 | 9 | -0.2 | 5 | 1 | 0 | 6 | 94 | 94 | 18
COc1ccccc1N=Cc1c(O)n(C)c(=O)n(C)c1=O | / | 11 | -1.8 | -24 | 0 | 0 | 4 | 95 | 92 | -21
COc1ccc(CCNCc2ccncc2)cc1OC | -2 | 2 | 0.7 | -4 | -1 | 2 | 6 | 107 | 105 | -24
CCOC(=O)[C@@]12C(=O)C(=O)N[C@]1(c1ccccc1)C1OCCCC12 (stereo partly specified) | / | 5 | -1.6 | 4 | 4 | -2 | 2 | 96 | 94 | -36
CN1C2CCC1/C(=C/c1ccccn1)C(=O)/C2=C\c1ccccn1 | 96* | 0 | -5.3 | 37* | 3 | 11 | 102* | 1.8* | 1.8* | -31
O=C(O)[C@H]1C[C@@H]1[C@H](NP(=O)(c1ccccc1)c1ccccc1)c1ccccc1 | -6 | 9 | -1.3 | -2 | 1 | / | -11 | 98 | 103 | 10
Cc1cc(C)n2nc(SC(C)C(=O)N3CCC4(CC3)OCCO4)nc2n1 (stereo unspecified) | -22 | 7 | -1.4 | -12 | 1 | 0 | 4 | 98 | 98 | -33
CN1CCN(Cc2cc(C(C)(C)C)c(O)c(C(C)(C)C)c2)CC1 | 0 | 4 | -2.3 | 15 | 6 | 0 | 6 | 105 | 98 | -67
CCC(C)n1c(O)c(/C=N/NC(=O)c2ccncc2)c(=O)[nH]c1=S (stereo unspecified) | 6 | 4 | 0.5 | -4 | 2 | -5 | 5 | 98 | 90 | -15
N#Cc1cc2c(nc1SCC(=O)Nc1cc(Cl)ccc1Cl)C1CCN2CC1 | 16 | 5 | -4.3 | / | 5 | / | 3 | 0.7* | 1.1* | -8
CC1CN(C)C(C)(C)CC1(O)c1ccccc1 (stereo unspecified) | / | 14 | 0.6 | -14 | 0 | 3 | -3 | 100 | 114 | 4
CN1CCN(Cc2nnc3n2-c2ccc(Cl)cc2C(c2ccccc2)=NC3)CC1 | / | 5 | -1.1 | -1 | 1 | 0 | 2 | 108 | 94 | -4
O=C(COc1ccc(Br)cc1)N1CCN(Cc2ccncc2)CC1 | 13 | 39 | 2.1 | -1 | 0 | -2 | 5 | 88 | 82 | -17
O=C(Cn1cnc2ccccc2c1=O)NCC(=O)N1CCC2(CC1)OCCO2 | -18 | 9 | -0.8 | -1 | -1 | -3 | -6 | 97 | 96 | -24
O=C(NC[P+](=O)O)OCc1ccccc1 | 17 | 16 | -1.3 | -5 | 0 | -1 | 7 | 97 | 94 | -14
OC1(c2cccnc2)CC2CCC(C1)N2Cc1nnnn1Cc1ccccc1 (stereo unspecified) | 7 | 11 | -0.5 | -8 | 1 | 1 | -1 | 85 | 87 | -12
Cn1c(O)c(/C=N/c2ccccn2)c(=O)n(C)c1=O | -28 | 34 | -0.7 | -9 | 1 | 0 | 11 | 104 | 92 | -52
Cc1oc2ccc(OC(=O)N(C)C)cc2c1C(=O)OC(C)C | 10 | 3 | -0.2 | -6 | 5 | -1 | -7 | 74 | 82 | -12
CCOP(=S)(OCC)c1ccc(N(C)C)cc1 | -6 | 11 | -1.2 | -6 | 17* | 0 | 2 | 89 | 83 | -3
O=C(O)CCCc1ccc(N(CCCl)CCCl)cc1 | / | 12 | -2.3 | 27* | 2 | / | 8 | 56 | 68 | -23
CCN1CCN(c2ccc(NC(=O)C(C)C)cc2Cl)CC1 | 8 | 7 | -2.2 | -20 | 1 | / | -3 | 99 | 88 | -8
Cc1ccc(/C=C2/C(=O)NC(=O)N(CCc3ccc(F)cc3)C2=O)s1 | / | 20 | -2.7 | 16 | 2 | -4 | 4 | 102 | 102 | -15
CN1C2CCC1CC(OC(=O)c1cc(Cl)cc(Cl)c1)C2 (stereo unspecified) | 11 | 8 | -2.6 | -6 | 8 | 0 | -13 | 61 | 59 | 5
O=c1[nH]c(=S)n(C2CC2)c(O)c1/C=N/Nc1ccccc1 | / | 4 | -0.4 | -2 | 5 | -8 | 13 | 93 | 86 | 5
O=c1cc(C2CCNCC2)[nH][nH]1 | / | 35 | -0.4 | 0 | -3 | 0 | 0 | 106 | 106 | -49
CNCC(O)c1cccc(OC(=O)c2ccccc2C)c1 (stereo unspecified) | 3 | 4 | -4.0 | -5 | 9 | -2 | 0 | 113 | 99 | 18
COP(=O)(OC)C(O)C(Cl)(Cl)Cl (stereo unspecified) | / | 12 | -2.4 | 4 | 2 | / | 7 | 90 | 91 | -19
Cc1cccc(C(O)(C(=O)NNC(=O)CN2CCN(C)CC2)c2cccc(C)c2)c1 | / | 33 | -0.4 | -1 | 5 | -13 | -9 | 98 | 94 | 5
CN1CCN(c2cccc3c2C(=O)c2ccccc2C3=O)CC1 | 6 | 7 | -3.6 | 0 | -2 | -10 | -4 | 70 | 50 | -21
O=C1CC(c2ccccc2)CC(O)=C1C=NCCN1CCN(C(=O)Cc2ccccc2)CC1 (stereo unspecified) | 15 | 7 | -0.1 | 82* | 3 | 0 | 1 | 100 | 104 | -60
CN1C(=O)/C(=C\N2CCc3ccccc32)C(=O)NC1=S | 8 | 3 | -3.0 | 1 | 2 | 12 | 13 | 84 | 93 | -39
COC(=O)c1ccc(COc2cc(C)cc3oc(=O)c4c(c23)CCCC4)o1 | / | 21 | 0.5 | -13 | 3 | 1 | -4 | 84 | 105 | -26
O=C1NC(=O)N(c2ccc(F)cc2)C(=O)/C1=C/c1ccc2c(c1)CCCN2Cc1ccccc1 | / | 18 | -3.4 | -3 | 5 | -6 | -1 | 69 | 88 | -32
O=C(c1cc(=O)[nH]c2ccc(Br)cc12)N1CCC2(CC1)OCCO2 | 18 | 13 | -0.5 | -9 | 5 | / | -7 | 99 | 108 | -20
CC(C)Oc1ccc(Cc2c(O)[nH]c(=O)[nH]c2=O)cc1 | 3 | 6 | -3.6 | -5 | 1 | 0 | 5 | 103 | 102 | -3
O=C(O)c1ccc(Cl)nc1 | / | 37 | 2.7 | 4 | 4 | -6 | -7 | 102 | 92 | -26
CCn1cc(C(=O)N2CCC3(CC2)OCCO3)c(=O)c2cc(S(=O)(=O)N3CCCC3)ccc21 | 17 | 4 | -0.3 | 7 | -2 | 0 | 3 | 107 | 94 | -13
CCn1c(O)c(C=Nc2ccc(S(N)(=O)=O)cc2)c(=O)n(CC)c1=S | 6 | 12 | -3.2 | 3 | 2 | 3 | 3 | 76 | 74 | -23
CN1CCC(N2CC3CC(C2)c2cccc(=O)n2C3)CC1 (stereo unspecified) | -73 | 15 | -0.8 | / | 0 | -1 | 10 | 91 | 96 | 1
C[C@@H]1O[C@@H](O[C@H]2C[C@@H](O)[C@]3(CO)[C@H]4[C@H](O)C[C@]5(C)[C@@H](C6COC(=O)C6)CC[C@]5(O)[C@@H]4CC[C@]3(O)C2)[C@H](O)[C@H](O)[C@H]1O (stereo partly specified) | / | 24 | -3.5 | 5 | 24* | / | -2 | 5 | 4.6* | -4
Cc1ccccc1-n1c(-c2ccc([N+](=O)[O-])cc2)nc2ccccc2c1=O | / | 21 | -0.5 | 4 | -2 | -10 | -1 | 81 | 87 | 2
COc1cc(/C=N/NP(=S)(c2ccccc2)c2ccccc2)ccc1O | 16 | 22 | -1.7 | -9 | 1 | 0 | -16 | 98 | 91 | -76
CN1C(=O)C(Cc2cccs2)C(=O)N(C)C1=O | / | 11 | 0.2 | -8 | 0 | -1 | 4 | 105 | 100 | -15
O=C1NC(=O)C2(Cc3ccccc3N3CCCC32)C(=O)N1c1cccc(Cl)c1 (stereo unspecified) | 9 | 8 | -3.0 | -4 | 3 | 0 | -5 | 94 | 89 | -45
